Screening data (PubChem BioAssay)
MT stabilizer – microtubule stabilizers in HeLa cells, primary screen, imaging, high-content imaging; HeLa tubulin immunostaining HCS, 24 h; share of cells brighter than vehicle mean+2SD; % tubulin-high responders, % at 10 µM; actives 0.83% (n = 200,000); AID 2205, 2009;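 active = plate Z-score above 3 for both tubulin-high and condensed-nucleus cell shares, with cell loss under 80%, at 10 µM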;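 also: anti alpha tubulin signal scored within the nucleus-defined area of each cell; some results filed as inactive read as strong as hits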
Autophagy mod – autophagy modulators in MEF cells, primary screen, imaging, high-content, MEF GFP-LC3 | MEF GFP-LC3 puncta imaging; test concentration mostly 10 µM | calls only at 10 µM (by protocol) | actives 0.98% (n = 190,000);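 active = percentage of spot-positive cells more than 3 SD above its plate mean, without a fluorescence outlier flag or 80% toxicity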;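 also: spot-positive cell cutoff set from DMSO-treated cells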
Insulin prom up – insulin promoter activators in MIN6 cells, imaging, high-content screening, mouse beta cells | MIN6 insulin promoter-GFP reporter; hits give high values | z-score at 5 µM | actives 0.3% (n = 190,000);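 active = z-score above 3 at 5 µM with at least 500 cells counted in the well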
Yfh1-off respiration – enhancers of respiration in Yfh1-depleted yeast, dose response, Friedreich's ataxia, plus single-dose screen (AID 1465); fold induction at 50 µM; hits with a dose series show EC50 in µM; actives 0.074% (n = 220,000); S. cerevisiae Yfh1-off respiration, WST-1 reduction, 72 h; higher fold induction means a stronger effect;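 active = fold induction of absorbance versus untreated yeast above a set limit, then at least 30% activation at any dose in follow-up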;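 also: activators that raise dye reduction in frataxin-depleted yeast; strong numbers were not always called active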
bCat nuc transl – modulators of beta-catenin nuclear translocation, primary screen, imaging, HeLa cells, immunofluorescence, high-content; nuclear translocation activity, % at 5 µM; actives 0.3% (n = 190,000); AID 1665, 2009;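 active = nuclear translocation activity above 50% at 5 µM, with a well cell count of 50 or more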;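 also: per-cell ratio of nuclear to cytoplasmic median beta-catenin stain intensity; plate controls were DMSO negative control for no effect and GSK-3 inhibitor IX positive control for full effect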
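System: Human HeLa cells, endogenous beta-catenin | Compound dosing: 5 µM primary, 0.02–20 µM confirmation | Timing: 24 h compound exposure at 37°C, 5% CO2 | Measured by: Fluorescence imaging of beta-catenin antibody stain plus DAPI | Read-out basis: % activation of per-cell nuclear versus cytoplasmic median beta-catenin signal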
HIV fusion peptide – inhibitors of HIV fusion peptide binding, primary screen, biochemical, uHTS, fluorescence dequenching (AID 1986); cell-free peptide binding, fluorescence dequenching, 30 min; higher % means a stronger effect; inhibition, % at 20 µM; hits with a dose series show IC50 in µM; actives 0.3% (n = 290,000); in the data active = inhibition mostly above about 52%, no sharp cut-off; inactive = mostly below about 76%; also: some results filed as inactive read as strong as hits
WT yeast gro inh – growth inhibition of WT strain, primary screen, mitochondrial fusion inhibitor project, WT and mutant strains, chemical genetic | mitochondrial fusion phenotypic screen | inhibition, % at 10 µM | actives 2.1% (n = 190,000); in the data active = inhibition above about 58%; tested in S. cerevisiae
Dynein cargo inh – inhibitors of GR-EGFP nuclear translocation, primary screen, dynein cargo transport inhibitor project, imaging, high-content, 3617.4 mouse cells | test concentration mostly 20 µM; stimulated with dexamethasone, 1 µM; hits give low values | z-score, hits read low | actives 0.47% (n = 220,000);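 active = plate z-score of nuclear minus cytoplasmic receptor signal below a set negative limit, without overly bright fluorescence or cell loss, cut at about -3.5 in these data, passing the limit was not always enough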;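 also: z-score of nuclear minus cytoplasmic ring GR-EGFP intensity difference per well; some compounds called inactive have numbers as strong as hits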
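Buffer or medium: tet-free, stripped-serum medium; reagent: dexamethasone at 1.0 µM final, 30 min; incubation: 48 h induction, 1 h compound, 30 min dex at 37 °C; measured by: formaldehyde fixation, Hoechst nuclear stain, 10x automated fluorescence imaging; read-out: nuclear-to-cytoplasmic GR-EGFP distribution per well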
AID2073 – inhibitors of Mint1-CaV2.2 protein interaction, biochemical, HTRF (AID 2073) | inhibition, % at 20 µM; hits with a dose series show IC50 in µM | Voltage-dependent N-type calcium channel subunit alpha-1B (Homo sapiens) | HTRF protein-protein interaction, Mint1-CaV2.2; higher % means a stronger effect | actives 0.19% (n = 290,000); in the data active = inhibition mostly above about 51%, no sharp cut-off; also: some results filed as inactive read as strong as hits
WT yeast gro inh mutant strain – further read-out of WT yeast gro inh, marked with its call; inhibition, %; mitochondrial fusion phenotypic screen, mutant strain inhibition
Dynein cargo inh cytoplasmic EGFP – also measured in Dynein cargo inh; calls as there; z-score; measured here: cytoplasmic GR-EGFP intensity; hits give high values
Dynein cargo inh nuclear GR-EGFP – recorded beside Dynein cargo inh, whose call it bears; z-score; measured here: nuclear GR-EGFP intensity;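 lower value marks the stronger effect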
Dynein cargo inh cell count – second read-out of Dynein cargo inh, no call of its own (marks repeat the call); z-score; measured here: cell count per field
Insulin prom up cell count – also measured in Insulin prom up; calls as there; cell count; measured here: cytotoxicity, nuclei count;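 total cells summed across four imaged fields per well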
bCat nuc transl cell count 5 µM – also measured in bCat nuc transl; calls as there; cell count; measured here: cell count, cytotoxicity flag
MT stabilizer Hoechst-high % – further read-out of MT stabilizer, marked with its call; % Hoechst-high responders; measured here: nuclear condensation Hoechst responders;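 share of cells brighter than vehicle mean plus two SD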
MT stabilizer cytotoxicity % – also measured in MT stabilizer; calls as there; toxicity, %; measured here: cytotoxicity by cell density;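 0% = mean cell density of plate MIN control wells and 100% = no cells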
Autophagy mod cell loss 18 h – further read-out of Autophagy mod, marked with its call; toxicity, %; measured here: cell loss, nuclei count;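 cell loss after 18 h compound exposure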
The depositor's hits bear a star; i = inactive; x = no result given.

SMILES	MT stabilizer	MT stabilizer Hoechst-high %	MT stabilizer cytotoxicity %	Autophagy mod	Autophagy mod cell loss 18 h	Insulin prom up	Insulin prom up cell count	Yfh1-off respiration	bCat nuc transl	bCat nuc transl cell count 5 µM	HIV fusion peptide	WT yeast gro inh	WT yeast gro inh mutant strain	Dynein cargo inh	Dynein cargo inh cytoplasmic EGFP	Dynein cargo inh nuclear GR-EGFP	Dynein cargo inh cell count	AID2073
CC1CC1C(=O)NCCc1ccc(Cl)cc1 (stereo not drawn)	3.6	1.9	2.2	i	6	0.04	1183	i	-1.1	1258	3.2%	-4	-10	-0.21	-0.22	0.22	-0.31	10%
CCOC(=O)C(CC)Sc1nnc2n1C(C)(C)Cc1ccccc1-2 (stereo not drawn)	1.1	2.9	12	i	-5	x	x	i	x	x	1.0%	-4	10	0.61	0.34	0.94	-1.2	1%
CC(=O)N1CCN(S(=O)(=O)c2cccc(C(=O)Nc3ccc4c(c3)OCO4)c2)CC1	2.8	1.6	7.2	i	-11	-0.27	1474	i	-1.9	1053	-2.4%	2	-9	1.2	-0.15	0.31	-0.58	17%
CCOC(=O)CN1C(=O)CSc2ccccc21	4.7	2.9	11	i	9	0.39	1345	i	-1.9	932	3.5%	-27	11	-0.052	-0.22	0.23	-0.5	8%
CCOC(=O)C1(Cc2ccc(Cl)cc2)CCN(C(=O)c2cc(C)nc(C)n2)CC1	3.5	2.1	5.7	i	6	1.9	1467	i	-2.5	1078	-1.8%	5	3	-0.61	-0.25	-0.33	0.87	15%
COCCn1c(Cc2ccccc2)nnc1SCC(=O)N1CCCCC1C (stereo not drawn)	2.0	1.5	9.1	i	35	x	x	i	-1.6	1133	0.2%	-7	5	2.4	0.23	2	-2.2	-6%
COC(=O)N/N=C(\C)c1cccs1	x	x	x	x	x	-0.25	1116	i	0.3	1336	-0.5%	x	x	-0.46	0.017	-0.092	0.5	10%
O=C(O)CCC(=O)Nc1ccc(Sc2ccc([N+](=O)[O-])cc2)cc1	4.4	2.2	4.9	i	-4	-0.31	1334	i	4.5	1094	9.1%	-19	6	0.15	-0.27	0.18	0.71	11%
C(#Cc1ccccc1)C[N+]1(CC#Cc2ccccc2)CCCC1	2.3	2.7	9.9	i	-5	0.97	1217	i	x	x	2.8%	7	7	0.14	-0.2	0.21	-0.65	19%
CCN(CC)c1ccc(C(=O)OCC(=O)NCC2CCCO2)cc1 (stereo not drawn)	2.5	1.3	8.7	i	35	-0.58	959	i	-3.5	1145	1.6%	30	22	-0.59	-0.18	0.067	0.96	26%
COC(=O)c1ccc(N2C(=O)c3cc(N4CCOCC4)c([N+](=O)[O-])cc3C2=O)cc1	3.6	2.1	6.1	i	-5	0.12	1505	i	-3.1	1129	-0.6%	-4	-11	-0.35	-0.24	-0.23	0.71	29%
CC1C(=O)C(C)C(c2cccs2)NC1c1cccs1 (stereo not drawn)	1.5	1.2	6.3	i	-5	-0.44	1251	i	x	x	-2.0%	11	8	-0.94	-0.25	0.027	0.46	2%
COc1ccc(CNC(=O)c2ccc(NC(=O)CC3SC(N4CCCCC4)=NC3=O)cc2)cc1 (stereo not drawn)	2.8	1.6	9.1	i	2	-0.29	1433	i	-4.1	1032	-0.1%	-11	-6	1	-0.19	1.4	-0.073	-2%
Cc1cc(C)n2cc(CSC3=NCCS3)nc2n1	6.8	4.8	3.9	i	20	0.16	1199	i	-3.9	983	-0.4%	13	5	-0.75	-0.019	-0.33	0.5	16%
COC(=O)C1CSC(C(=O)OC)N1C(=O)Nc1ccc(Cl)cc1 (stereo not drawn)	1.6	1.3	6.9	i	3	-0.8	1503	i	0.5	1363	-1.6%	-11	-4	-0.26	-0.32	0.055	0.27	-3%

4 records drawn at random from those above, as already listed:
SMILES	MT stabilizer	MT stabilizer Hoechst-high %	MT stabilizer cytotoxicity %	Autophagy mod	Autophagy mod cell loss 18 h	Insulin prom up	Insulin prom up cell count	Yfh1-off respiration	bCat nuc transl	bCat nuc transl cell count 5 µM	HIV fusion peptide	WT yeast gro inh	WT yeast gro inh mutant strain	Dynein cargo inh	Dynein cargo inh cytoplasmic EGFP	Dynein cargo inh nuclear GR-EGFP	Dynein cargo inh cell count	AID2073
CCOC(=O)C(CC)Sc1nnc2n1C(C)(C)Cc1ccccc1-2 (stereo not drawn)	1.1	2.9	12	i	-5	x	x	i	x	x	1.0%	-4	10	0.61	0.34	0.94	-1.2	1%
COc1ccc(CNC(=O)c2ccc(NC(=O)CC3SC(N4CCCCC4)=NC3=O)cc2)cc1 (stereo not drawn)	2.8	1.6	9.1	i	2	-0.29	1433	i	-4.1	1032	-0.1%	-11	-6	1	-0.19	1.4	-0.073	-2%
Cc1cc(C)n2cc(CSC3=NCCS3)nc2n1	6.8	4.8	3.9	i	20	0.16	1199	i	-3.9	983	-0.4%	13	5	-0.75	-0.019	-0.33	0.5	16%
CC1CC1C(=O)NCCc1ccc(Cl)cc1 (stereo not drawn)	3.6	1.9	2.2	i	6	0.04	1183	i	-1.1	1258	3.2%	-4	-10	-0.21	-0.22	0.22	-0.31	10%

The results go on.
SMILES	MT stabilizer	MT stabilizer Hoechst-high %	MT stabilizer cytotoxicity %	Autophagy mod	Autophagy mod cell loss 18 h	Insulin prom up	Insulin prom up cell count	Yfh1-off respiration	bCat nuc transl	bCat nuc transl cell count 5 µM	HIV fusion peptide	WT yeast gro inh	WT yeast gro inh mutant strain	Dynein cargo inh	Dynein cargo inh cytoplasmic EGFP	Dynein cargo inh nuclear GR-EGFP	Dynein cargo inh cell count	AID2073
O=C(Nc1cnc2sccn2c1=O)c1ccc(Cl)cc1Cl	2.4	1.3	5.9	i	-9	0	870	i	2.3	1064	13%	-2	-3	0.34	0.079	0.99	0.18	10%
Cc1[nH]n(C)c(=O)c1[N+](=O)[O-]	x	x	x	x	x	-0.7	1398	i	0.6	1307	-0.7%	x	x	-0.24	-0.16	-0.5	0.52	11%
Cc1ccc(N/N=C2\COC(C)(C)CC2=O)cc1	3.6	2.0	9.4	i	-25	-0.19	1357	i	-0.8	1129	0.7%	0	20	0.12	-0.22	0.19	-0.37	-3%
Cc1nc(OCC(=O)c2ccc(Cl)cc2)c(C#N)c2c1COC(C)(C)C2	1.8	1.5	8.9	i	-10	-0.32	966	i	x	x	1.0%	27	21	-0.38	-0.18	0.001	0.51	-3%
CC(Sc1nnnn1C)C(=O)Nc1ccc(Oc2ccccc2)cc1 (stereo not drawn)	1.7	1.5	11	i	-2	0.43	1048	i	-1.7	1093	-1.3%	4	-13	0.058	-0.27	-0.65	-0.071	-9%
COc1cccc(CNc2nc3nc4c(c(=O)n3[nH]2)CCC4)c1	2.9	2.6	1.5	i	-28	-0.64	1472	i	-1.8	1062	0.9%	-1	-11	0.12	-0.21	0.43	0.19	1%
CC1CC2=C(NC(=S)NC2c2cccc(F)c2)/C(=C/c2cccc(F)c2)C1 (stereo not drawn)	2.4	1.9	12	i	24	-1.3	1127	i	3.3	1013	3.6%	61*	-0.6*	-0.81	-0.32	-0.45	0.4	41%
CCOc1cc(/C=N/NC(=O)CCn2nnc3ccccc32)ccc1O	x	x	x	x	x	-0.44	1184	x	-0.9	1289	-1.4%	x	x	-0.47	-0.25	0.31	0.34	-4%
O=C(CSc1nnc(NC(=O)c2ccco2)s1)NCc1ccc2c(c1)OCO2	1.4	1.6	12	i	2	0.19	1623	i	-2.4	1037	1.9%	-6	-10	-1.2	-0.33	-0.5	1.3	34%
O=C(Cn1cc(C(=O)C2CC2)c2ccccc21)NC1CCCC1	3.1	2.0	7.1	i	-3	0.22	1608	i	-1.4	1354	0.6%	8	-12	0.6	-0.067	-0.27	-1.7	3%
S=c1[nH]nc(-c2ccco2)n1/N=C/c1cccc(Cl)c1Cl	3.0	2.3	0.5	i	-6	-0.01	1209	i	0.7	880	14%	22	9	-1	-0.012	-0.28	1.5	-10%
c1ccc(CNc2nc(NCc3ccco3)nc(N3CCOCC3)n2)cc1	1.3	1.2	11	i	15	-0.7	1289	i	0.7	1474	1.7%	23	14	0.14	-0.31	0.076	0.26	0%
CCn1cc(C(=O)OCC(=O)Nc2ccc(C(C)C)cc2)c(=O)c2ccc(C)nc21	1.7	1.3	3.8	i	14	-0.18	1100	i	-2.3	1020	-0.5%	33	2	-1.1	-0.19	-0.62	0.5	-4%
COc1ccc(-n2nc([N+](=O)[O-])c(=NCCc3cccc(C)c3)n2O)cc1	2.6	2.7	1.7	i	-1	-0.29	1131	i	-0.4	1049	-2.8%	-1	-11	-0.4	-0.34	-0.069	0.55	-3%
O=C1c2ccccc2C(=O)N1CCc1nc(-c2cccnc2)no1	4.9	2.2	6.4	i	-4	-0.26	1156	i	-1.7	1116	2.0%	35	50	0.17	-0.22	-0.1	0.64	-4%
COc1cc2ncnc(NCc3ccc(Cl)cc3)c2cc1OC	2.1	1.9	8.6	i	9	-0.78	1335	i	1.1	1446	-0.2%	13	9	-0.61	0.057	-0.33	0.69	18%
COc1ccc(NC2=NC(=S)N(c3ccc(C)cc3)C23CCCCC3)cc1	3.9	2.8	2.8	i	26	x	x	i	x	x	-2.3%	7	-4	-1	-0.21	-0.59	0.88	23%
COc1ccccc1OCCn1c(C(C)O)nc2ccccc21 (stereo not drawn)	3.4	1.9	5.7	i	-4	-0.06	1101	i	-3.2	930	1.0%	44	4	0.26	-0.19	0.31	0.16	0%
CCCOC(=O)CCn1c(=S)oc2ccccc21	4.5	2.8	1.9	i	6	0.17	1293	i	-4.1	940	-3.8%	-14	-1	3.3	0.044	1.8	-0.16	10%
